Source: PubChem BioAssay
FEN1 inh: blocks human flap endonuclease 1; AID 588795; Potency, µM (top dose mostly 114 µM), for inactives: at the highest dose activity change, negative = inhibition, most hits filed as inhibitors; 390,000 tested, 0.35% active; Recombinant FEN1 flap cleavage, fluorescence, 15 min; also: nearly all actives have a fitted effect of over 65% in size
Target sequence (P39748 whole entry, looked up): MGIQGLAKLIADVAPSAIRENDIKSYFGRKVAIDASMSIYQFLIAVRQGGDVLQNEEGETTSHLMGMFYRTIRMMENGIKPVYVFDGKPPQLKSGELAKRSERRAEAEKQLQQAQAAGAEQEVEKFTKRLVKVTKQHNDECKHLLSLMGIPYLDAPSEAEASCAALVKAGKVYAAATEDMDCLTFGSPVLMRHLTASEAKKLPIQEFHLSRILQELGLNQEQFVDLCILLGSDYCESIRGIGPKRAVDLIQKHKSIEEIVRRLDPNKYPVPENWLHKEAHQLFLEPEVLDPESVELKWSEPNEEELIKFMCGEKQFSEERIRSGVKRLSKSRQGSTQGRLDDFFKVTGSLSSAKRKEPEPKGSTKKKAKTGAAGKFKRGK
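With each library titrated from low to high concentration, compounds met 10 nM FEN1 for 15 min at room temperature before 50 nM substrate was added; readings at 0 and 15 min fed four-parameter Hill curve fits.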
TDP1 inh: blocks human tyrosyl-DNA phosphodiesterase 1. Q9NUW8. 350,000 tested, 0.28% active. recombinant TDP1, AlphaScreen DNA substrate cleavage. Potency, µM (highest dose often 130 µM), for the others: top-dose activity change, negative = inhibition, usual class: inhibitors; also: nearly all actives have a fitted effect of over 40% in size
Target sequence (Q9NUW8 whole entry, looked up): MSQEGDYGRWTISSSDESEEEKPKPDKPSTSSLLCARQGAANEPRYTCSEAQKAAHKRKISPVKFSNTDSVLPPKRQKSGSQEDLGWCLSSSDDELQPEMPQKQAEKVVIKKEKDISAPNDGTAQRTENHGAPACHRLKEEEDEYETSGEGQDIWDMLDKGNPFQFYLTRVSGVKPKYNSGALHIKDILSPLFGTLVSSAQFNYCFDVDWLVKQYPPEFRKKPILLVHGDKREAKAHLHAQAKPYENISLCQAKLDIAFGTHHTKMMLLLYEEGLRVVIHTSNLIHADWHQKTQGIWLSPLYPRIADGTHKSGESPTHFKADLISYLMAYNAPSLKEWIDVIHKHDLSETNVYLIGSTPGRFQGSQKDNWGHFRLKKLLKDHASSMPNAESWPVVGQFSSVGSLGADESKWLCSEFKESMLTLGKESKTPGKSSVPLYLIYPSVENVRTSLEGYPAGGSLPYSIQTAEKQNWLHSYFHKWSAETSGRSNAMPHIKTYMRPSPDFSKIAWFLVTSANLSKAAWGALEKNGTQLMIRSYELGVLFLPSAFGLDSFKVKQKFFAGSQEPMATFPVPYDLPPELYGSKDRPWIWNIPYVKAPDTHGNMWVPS
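Recombinant human Tdp1 (E. coli-expressed, 1 nM final) preincubated with compounds 15 min at room temperature, then 5'-biotin/3'-phosphotyrosine-FITC DNA substrate (15 nM final) added for 5 min. AlphaScreen beads (10 ug/ml final) added 10 min; cleavage lowers signal.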
N370S GC: inhibits or activates N370S mutant glucocerebrosidase | N370S GC spleen homogenate, 4MU-glucoside fluorescence | Potency, µM (highest dose often 59.4 µM), for inactives: top-dose activity change, negative = inhibition, usual class: inhibitors | 330,000 tested, 0.092% active | AID 2101;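 also: 0% = full enzyme activity and -100% = no enzyme basal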
Active calls of the source: *; u = inconclusive; x = no result given; & = joins results of further samples; [ ] = remark or other dose. Calls follow the shape of the dose curve; as a rule, active = well fitted curve in the direction sought with a large enough effect; inconclusive = small, poorly fitted or top-dose-only effect, or another doubt; inactive = no such curve, though single readings can be large; an effect the other way counts as inactive or inconclusive. Unless noted, % is scaled to controls: 0 for no effect and ±100 for the full control effect; potency is read from the fitted curve at half-maximal effect.

Start of the data: the first 5 entries, ahead of the listing:
SMILES | FEN1 inh | TDP1 inh | N370S GC
Cc1ccc(S(=O)(=O)N2CCC3(CC2)OCCN3S(=O)(=O)c2c(C)cc(C)cc2C)cc1 | -2% | -5% | 1%
Cc1ccc([N+](=O)[O-])cc1NCC(=O)NN | -1% | -4% | -1%
COc1ccccc1Nc1nnc(SCC(=O)NC2CCCC2)s1 | 18% | 0% | x
COCCc1nn2c(=O)cc(COC(=O)c3cc(OC)c(OC)c(OC)c3)nc2s1 | -2% | 2% | 0%
COC(=O)CC1C(C)(C)C(O)C2CC3=C4CC(O)OC(c5ccoc5)[C@]4(C)CCC3[C@@]1(C)C2=O (stereo partly drawn) | x | 12%[56.1 µM] | -3%

All compounds of this part, from the first entry:
SMILES | FEN1 inh | TDP1 inh | N370S GC
Cc1ccc(S(=O)(=O)N2CCC3(CC2)OCCN3S(=O)(=O)c2c(C)cc(C)cc2C)cc1 | -2% | -5% | 1%
Cc1ccc([N+](=O)[O-])cc1NCC(=O)NN | -1% | -4% | -1%
COc1ccccc1Nc1nnc(SCC(=O)NC2CCCC2)s1 | 18% | 0% | x
COCCc1nn2c(=O)cc(COC(=O)c3cc(OC)c(OC)c(OC)c3)nc2s1 | -2% | 2% | 0%
COC(=O)CC1C(C)(C)C(O)C2CC3=C4CC(O)OC(c5ccoc5)[C@]4(C)CCC3[C@@]1(C)C2=O (stereo partly drawn) | x | 12%[56.1 µM] | -3%
O=C(N[C@@H](Cc1ccccc1)C(=O)O)c1ccc(C(F)(F)F)cc1 | -4% | 5% | 2%
COc1ccc(N2CCN(C(=O)CSc3nc4[nH]ncc4c(=O)n3-c3ccc(Br)cc3)CC2)cc1 | -7% | 8% | 5%
COc1ccccc1CNC(=O)C1CCC(CNc2c(N3CCOCC3)c(=O)c2=O)CC1 (stereo not drawn) | -2% | 8% | -4%
CC1CN(S(=O)(=O)c2cccc(C(=O)Nc3ccc4c(c3)CCC4)c2)CC(C)O1 (stereo not drawn) | -17% | -1% | 10%
CCOc1ccc(C(C)(C)C)cc1S(=O)(=O)Nc1ccncc1 | -6% | 4% | 4%
COc1ccc(CN2CC(=O)N(c3ccc(C)c(C)c3)C2=S)cc1OC | u | 4% | -12%
COc1ccc(-c2sc3ccc(N4CCOCC4)cc3c2C#Cc2ccsc2)cc1 | -5% | -5% | x
O=C(NC(Cc1ccc(O)cc1)C(=O)O)c1ccco1 (stereo not drawn) | -2% | -3% | -7%
N#Cc1ccccc1S(=O)(=O)Nc1ccc2c(c1)C(=O)OC2 | 0% | 3% | 11%
COc1ccc(CCNCC(O)COc2c(C)cccc2C)cc1OC (stereo not drawn) | 1% | x | 0%
O=C(Cc1ccc(Cl)cc1)NCC(=O)N1CCCCC1 | 0% | 8% | 7%
COc1ccc(OC)c(S(=O)(=O)Nc2ccccc2C(=O)N2CCCCC2)c1 | -2% | -4% | 0%
COc1cc(NC(=O)c2cc(C)nc3ccccc23)cc(OC)c1 | 9% | 0% | -18%
Cc1nn(C)c(C)c1NC(=O)COc1ccccc1C#N | 0% | -1% | x
CC(C)(C)c1cc(CCC(=O)NCc2ccncc2)cc(C(C)(C)C)c1O | 6% | 4% | -17%
CCc1nnc(NC(=O)[C@@H](NC(=O)c2ccc(C(C)(C)C)cc2)C(C)C)s1 | -20% | -1% | 18%
CC1(C)CC(NC(=O)CCc2ccccc2)CC(C)(C)N1 | 11% | 1% | 7%
CCn1c(CC(=O)Nc2ccccc2Cl)nnc1SCC(=O)NC1CCCC1 | -7% | x | -3%
C=CCc1cccc(/C=N/c2ncn[nH]2)c1O | -3% | 5% | -5%
CCO/C(C)=N/n1c2nc3ccccc3nc2c2c(=O)n(C3CCCC3)c(C)nc21 | 10% | 0% | 2%
NCC1CCC(C(=O)Oc2ccc(CCC(=O)O)cc2)CC1 (stereo not drawn) | 0% | -2% | x
CCOC(=O)N1CCN(C/C(Cl)=C/c2ccccc2)CC1 | -6% | x | -8%
Cc1ccccc1C(=O)Nc1ccc2c(c1)C(=O)NC2=O | 24% | x | -17%
O=C(Nc1cccc2ccccc12)N1CCN(c2ncccn2)CC1 | -4% | 5% | 15%
Cc1ccc(CNCc2ccco2)cc1 | 6% | 6% | -12%
O=C(CCN1C(=O)C2CCCCC2C1=O)NNC(=O)c1cccc(Cl)c1 (stereo not drawn) | 0% | 1% | 5%
O=C(CNc1cccc(S(=O)(=O)N2CCCCC2)c1)Nc1cccc(F)c1 | -12% | -7% | 18%
CC1=C(C#N)C(NC(=O)c2ccccc2)(C(F)(F)F)C(=O)N1 (stereo not drawn) | 16% | 2% | x
COc1ccc(NC(=O)COC(=O)C2CCN(S(=O)(=O)c3ccccc3)CC2)cc1Cl | -8% | 0% | 1%
NNc1ccccc1C(F)(F)F | -9% | 50µM* | -1%
C=CCOc1ccc(/C=C\c2nc(O)c([N+](=O)[O-])c(=O)[nH]2)cc1OC | u | -14% | -16%
CCCNC(=O)c1c(NC(=O)C2COc3ccccc3O2)sc2c1CCCC2 (stereo not drawn) | 3% | 1% | 3%
CC(=O)Nc1ccc(NC(=O)COC(=O)c2ccc([N+](=O)[O-])o2)cc1 | 20µM* | -1% | x
O=C(O)CCCCNS(=O)(=O)c1ccc(Cl)c(C(F)(F)F)c1 | -1% | 5% | 7%
O=C(CN1CCN(CCO)CC1)Nc1ccccc1 | -11% | 2% | 2%
Cc1ccc(/C=C/C(=O)c2ccccc(=O)c2O)c(C)c1 | -19% | 9% | u
CCn1c(SCC(=O)N2CCCCC2C)nc2ccsc2c1=O (stereo not drawn) | -5% | 5% | 6%
COC(=O)[C@@]1(C)[C@H]2C(=O)N(C)C(=O)[C@H]2[C@H]2CN=C(SCc3ccc(C#N)cc3)N21 | -19% | 0%[56.1 µM] | x
COc1ccccc1CN=C1Nc2ccccc2CS1 | -6% | 9% | 4%
Cc1sc(NC(=O)c2ccco2)c(C(c2ccncc2)N2CCOCC2)c1C (stereo not drawn) | 2% | 6% | 4%
O=c1cc(CN2CCN(Cc3ccc(F)cc3)C(CCO)C2)[nH]c2ccccc12 (stereo not drawn) | -5% | x | 1%
CCC1=[N+](CC(=O)c2ccc(Br)cc2)CCn2c(C)ccc21 | 12% | x | -9%
COc1cc(NC(=O)c2cc3ccc4cccnc4c3[nH]2)cc(OC)c1OC | u | 4% | x
COc1ccc(Cn2ccc3nc(C)c(C(=O)NCc4cccc(OC)c4)cc3c2=O)cc1 | -3% | 7% | x
O=C(Nc1cccc(C(=O)Nc2cccc(C(F)(F)F)c2)c1)c1ccc(=O)[nH]c1 | 2% | 4% | -5%

The list continues:
SMILES | FEN1 inh | TDP1 inh | N370S GC
Cn1ccc(C(=O)NC(=S)Nc2ccc([N+](=O)[O-])cc2O)n1 | 5% | 6% | -14%
O=C(NCc1nc(-c2ccc(C(F)(F)F)cc2)no1)Nc1cc(Cl)cc(Cl)c1 | u | 5% | 11%
COC(c1ccccc1)c1c(-c2ccccc2)nn(C)c1Cl (stereo not drawn) | -14% | 5% | 3%
Brc1ccc(-n2cnc(-c3ccccc3)c2)cc1 | -1% | x | 0%
Cc1ccc(OCCCC(=O)Nc2ccc3c(c2)OCO3)cc1 | -5% | 4% | 9%
CCCCn1c(SCC(=O)Nc2cc(C)on2)nnc1-c1ccncc1 | -1% | 0% | 1%
O=C(CSCC(=O)N1CCCCC1)Nc1nc(-c2ccc(Cl)s2)cs1 | -3% | 0% | u
Cc1c(C)n(Cc2ccccc2)c2ccc(C(=O)NCCCN3CCOCC3)cc12 | -10% | 11% | u
COc1ccc(C2CC(=O)c3cc(-c4nc(-c5cccc(Cl)c5)cs4)c(=O)[nH]c3C2)cc1 (stereo not drawn) | 17% | -3% | x
Cc1nn(-c2ccccc2)c2c1P(=O)(O)/C(=C1\N(C)c3ccccc3C1(C)C)C=N2 | 4% | 2% | -2%
CCOc1ccc2[nH]c(C)c(CN3CCOCC3)c(=O)c2c1 | -2% | 5% | -16%
CC(C)=CC(=O)Nc1nnc(-c2ccc(F)cc2)s1 | -2% | -3% | 10%
Cc1ccc(C)c(CN2C(=O)c3ccccc3S(=O)(=O)c3ccc(C(=O)N4CCN(C)CC4)cc32)c1 | -16%&0% | 6%&5% | -9%
O=C(/C=C/c1ccccc1)NC(=S)Nc1ccc(N2CCOCC2)c(Cl)c1 | -6% | 5% | -9%
CO/N=C/C=C1/N(C)c2ccccc2C1(C)C | 14% | 5% | 0%
CCOC(=O)C(=CNc1cc(C)nn1-c1ccccc1)C(=O)OCC | 1% | 2% | 6%
COC(=O)c1sccc1NC(=O)C1CC1 | -2% | 3% | -2%
COc1ccc2oc(=O)cc(CN3CCN(C(=O)c4ccccc4Br)CC3)c2c1 | 10% | 5% | x
Cc1ccc(NC(=O)C2CCCN(S(=O)(=O)c3c(C)noc3C)C2)nc1 (stereo not drawn) | -4% | 0% | 4%
O=S(=O)(NC1CCN(Cc2ccccc2)CC1)c1ccc2ccccc2c1 | 13% | 0% | -16%

Looked up by structure from the entries so far (6):
SMILES | FEN1 inh | TDP1 inh | N370S GC
COCCc1nn2c(=O)cc(COC(=O)c3cc(OC)c(OC)c(OC)c3)nc2s1 | -2% | 2% | 0%
COc1ccc(CCNCC(O)COc2c(C)cccc2C)cc1OC (stereo not drawn) | 1% | x | 0%
O=C(Cc1ccc(Cl)cc1)NCC(=O)N1CCCCC1 | 0% | 8% | 7%
COc1ccc2oc(=O)cc(CN3CCN(C(=O)c4ccccc4Br)CC3)c2c1 | 10% | 5% | x
CCOC(=O)N1CCN(C/C(Cl)=C/c2ccccc2)CC1 | -6% | x | -8%
COc1ccccc1CN=C1Nc2ccccc2CS1 | -6% | 9% | 4%

(more compounds)
SMILES | FEN1 inh | TDP1 inh | N370S GC
COCCn1c(SCC(=O)Nc2ccc(S(N)(=O)=O)cc2)nc2ccccc21 | -7% | 0% | 1%
CC(=O)c1c(N2CCCCC2)nc(=S)n(Cc2ccccc2)c1C | -1% | 0% | 5%
N#Cc1ccc(C23CC4(C2)[C@H](CN(CC2CCCCC2)[C@@H]4c2ccccc2)C3c2ccc(Cl)nc2)cc1 (stereo partly drawn) | -12% | 10%&4% | -1%&-11%
Cc1ccc(Cl)cc1NC(=O)Nc1c(C)n(C)n(-c2ccccc2)c1=O | -6%&11% | 3%[56.1 µM] | -3%
CCOCCCNC(=O)C(c1ccccc1)N(Cc1cccs1)C(=O)CNC(C)=O (stereo not drawn) | 4% | 3% | 1%
COC(=O)C1CCN(C(=O)CN2C(=O)NC3(CCC(C)CC3)C2=O)CC1 (stereo not drawn) | 13% | 0% | x
COc1ccc(N(C)S(=O)(=O)c2cccc(C(=O)NCc3ccc4c(c3)OCO4)c2)cc1 | 2% | 3% | -6%
O=C(Cc1ccc(F)cc1)c1ccc(O)cc1O | -5% | 0% | -12%
COc1cccc(C2/C(=C(\O)c3c(C)nc4c(C)cccn34)C(=O)C(=O)N2CCCN(C)C)c1OC (stereo not drawn) | x | -3% | 3%
Cc1ccc(NC(=O)CN(C)Cc2ccc(Cl)cc2)cc1 | u | 3% | -3%
COc1ccc(S(=O)(=O)Nc2cc(C(=O)NC3CCCCCC3)ccc2N2CCOCC2)cc1 | -6% | 3% | u
CCCN1CNc2c(c(=O)[nH]c(=S)n2CCc2cccc(OC)c2OC)C1 | 16% | -9% | x
O=C(COC(=O)/C=C/c1cccc(Br)c1)NC1CCCCCC1 | -9% | 0% | x
COc1cc(C[C@H]2C(=O)OC[C@@H]2Cc2ccc(OC)c(OC)c2)ccc1O | x | 12%[56.1 µM] | 3%
COc1ccccc1NC(=O)C1=C(C)Nc2nc(SCc3ccccc3C)nn2C1CC(C)C (stereo not drawn) | -2% | 0% | x
O=C1CN(C(=O)c2ccc(Br)o2)C(c2ccc(F)cc2)c2cc(F)ccc2N1 (stereo not drawn) | -9% | 3% | 16%
Cn1cc([N+](=O)[O-])c(C(=O)NCc2ccco2)n1 | -2% | -2% | -14%
Cc1c(C(=O)OCC(=O)Nc2cccc(S(N)(=O)=O)c2)oc2c1ccc1ccccc12 | -11% | 4% | 9%
COc1ccc(CNC(=O)COC(=O)c2ccc(S(=O)(=O)N3CCOCC3)cc2)cc1 | -16% | -2% | x
O=C(Cn1cnnn1)OCC(=O)c1ccc(Cl)s1 | -11% | 0% | 4%
